Bioassay records: PubChem BioAssay, several laboratories
ABCB6 inh MLPCN: inhibitors of human ABC transporter ABCB6. K562-ABCB6 porphyrin accumulation, flow cytometry, 1 h; hits give low values. fluorescence ratio to DMSO, % at 10 µM. 360,000 tested, 0.19% active. AID 602162;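 active means fluorescence ratio to DMSO below 75%, the collection mean minus 3 SD; inconclusive means too few cells collected in the well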;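 further: signal is porphyrin accumulated inside mitochondria; 100% equals median channel fluorescence of DMSO control wells; lower ratio means ABCB6 inhibition with less porphyrin fluorescence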
ABHD5 PLIN5 PPI: ABHD5-PLIN5 protein interaction inhibition. AID 602281. inhibition, % at 4 µM. 360,000 tested, 0.78% active. Split G. princeps luciferase complementation, luminescence, 4 h. Q00G26+Q8WTS1;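 active means inhibition above the mean inhibition across every tested compound plus 3 SD, cut at about 22% in these data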;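 further: 0% = DMSO only wells and the 100% control is not disclosed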
NOD2 RIPK2 PPI: inhibitors of human NOD2-RIPK2 interaction; O43353; CHO BLA complementation NOD2-RIPK2, CCF4 ratio; inhibition, % at 4.98 µM; 360,000 tested, 0.38% active; in the data active means inhibition above about 21%;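 further: 0% = vehicle only and 100% = reference blocker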
Target sequence (O43353 whole entry, looked up): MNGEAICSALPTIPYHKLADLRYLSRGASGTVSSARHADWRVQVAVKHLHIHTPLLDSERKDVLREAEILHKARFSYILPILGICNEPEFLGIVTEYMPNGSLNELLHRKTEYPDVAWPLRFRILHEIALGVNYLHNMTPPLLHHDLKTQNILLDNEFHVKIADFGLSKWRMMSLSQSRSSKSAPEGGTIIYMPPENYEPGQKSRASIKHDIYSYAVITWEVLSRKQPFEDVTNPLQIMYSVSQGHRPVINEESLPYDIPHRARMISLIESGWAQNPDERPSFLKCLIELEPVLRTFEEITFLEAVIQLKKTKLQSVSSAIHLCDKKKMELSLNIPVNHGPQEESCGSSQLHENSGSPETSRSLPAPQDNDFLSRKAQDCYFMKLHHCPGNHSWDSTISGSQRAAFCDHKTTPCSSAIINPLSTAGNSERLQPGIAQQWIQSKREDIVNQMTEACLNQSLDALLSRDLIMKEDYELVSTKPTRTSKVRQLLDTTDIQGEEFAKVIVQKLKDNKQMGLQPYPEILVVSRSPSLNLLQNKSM
aDG glyco act: increases alpha dystroglycan glycosylation; Pro5-aDG cells, alpha-DG glycosylation AlphaScreen (IIH6); 0% Pro5, 100% B10-LARGE cell signal; 360,000 tested, 0.22% active; AID 624168; activation, % at 10 µM;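 active means activation of at least 8% versus controls, or a plate z-score of at least 8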;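 further: Pro5 are CHO cells carrying HIG-tagged alpha-DG that lacks glycosylation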
N-glyco inh: blocks N-linked glycosylation in D54 reporter cells | reporter increase, % at 12.5 µM | 360,000 tested, 0.23% active | AID 588692 | D54 ERlucT glycosylation luciferase reporter, 24 h; percent of 100 nM tunicamycin response;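 active means mean luciferase reporter signal, scaled so untreated is 0 and the glycosylation-blocking control 100, at or above a set limit in every replicate; inconclusive means mean reaches the limit but not every replicate does; inactive means mean below the limit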;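 further: luciferase carries N-glycosylation sites so blocking glycosylation raises the light; 0% = median of neutral control wells and 100% = median of 100 nM tunicamycin wells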
MC4R antag cAMP: antagonists of human melanocortin 4 receptor (MC4R). P32245. MC4R-expressing cells, MTII-stimulated cAMP, LANCE TR-FRET. inhibition, % at 6.5 µM. 360,000 tested, 0.48% active. AID 540295;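 active means inhibition above its plate's cutoff, the mean of tested wells on that plate plus 3 SD, cut at about 29% in these data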;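 further: 0% = Melanotan II alone and 100% = Melanotan II plus saturating MCL0020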
Target sequence (P32245 whole entry, looked up): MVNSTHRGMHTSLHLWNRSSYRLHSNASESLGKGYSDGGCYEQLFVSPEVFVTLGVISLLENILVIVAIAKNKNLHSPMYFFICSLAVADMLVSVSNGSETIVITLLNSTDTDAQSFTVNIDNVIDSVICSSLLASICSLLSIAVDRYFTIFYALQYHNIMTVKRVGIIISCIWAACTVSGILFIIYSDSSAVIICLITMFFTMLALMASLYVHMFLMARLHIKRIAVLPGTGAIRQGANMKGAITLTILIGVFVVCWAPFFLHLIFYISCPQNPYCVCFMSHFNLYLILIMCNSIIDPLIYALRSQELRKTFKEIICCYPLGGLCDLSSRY
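Test system: U2OS cells stably expressing human melanocortin 4 receptor (MC4R); also added: Melanotan II challenge; compound: 6.5 µM single dose; timing: 30-min compound preincubation, 1-h Melanotan II challenge, 1-h detection, room temperature; signal: Eu-cAMP/anti-cAMP TR-FRET, emission 671 nm; repeats: one well per compound, no replicates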
TLR9-MyD88 inh: inhibitors of human TLR9-MyD88 binding; Q9NR96+Q99836; CHO BLA complementation TLR9-MyD88, CCF4 FRET ratio; inhibition, % at 4.98 µM; 340,000 tested, 0.21% active; AID 504734;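 active means inhibition above the mean over all tested compounds plus 3 SD, cut at about 21% in these data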;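 further: 0% = DMSO only wells and 100% = clavulanate BLA inhibitor control wells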
Vif inh: HIV Vif inhibition; 340,000 tested, 0.35% active; inhibition, % at 7.49 µM; HEK293T cells, Vif self-association by quenched fluorescence, imaging, 24 h; in the data active means inhibition above about 50%, passing the limit was not always enough; inconclusive means no clear call, values can overlap the other calls; inactive means below about 31%; further: some results filed as inactive read as strong as hits
Exocytosis inh: lytic granule exocytosis inhibition | AID 651702 | inhibition, % at 10 µM | 360,000 tested, 0.66% active | TALL-104 LAMP-1 surface exposure, flow cytometry; cells stimulated with thapsigargin and PMA;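 active means inhibition above about 55%, limit read from the data; inconclusive means no clear call, values can overlap the other calls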
MC4R ag barr: activates human MC4R beta-arrestin recruitment; AID 540308; 360,000 tested, 0.98% active; activation, % at 8.9 µM; U2OS MC4R beta-arrestin complementation, luminescence; percent of melanotan II response, DMSO zero;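 active means activation above a per-plate cutoff, the mean activation of sample wells on that plate plus 3 SD, cut at about 8% in these data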
Numbers without * were called inactive; ? = inconclusive; / = no result given. A portion of the library, so the mix of outcomes need not match the whole.

Compound	MC4R ag barr	ABCB6 inh MLPCN	Exocytosis inh	N-glyco inh	MC4R antag cAMP	NOD2 RIPK2 PPI	aDG glyco act	ABHD5 PLIN5 PPI	Vif inh	TLR9-MyD88 inh
COc1cc(/C=N/NC(=O)C(NC(=O)c2ccccc2)c2n[nH]c(=O)c3ccccc23)ccc1OCC(N)=O (stereo not given)	-3.8	98	0	3	7	-8	0.5	-4	-13	10
CCOc1cc2c(Cl)ncnc2c(OCC)c1OCC	-0.7	86	-8	1	9	5	0.2	0	-6	2
COC(=O)N(C)C[C@@H]1OCc2cn(nn2)CCCC(=O)N([C@H](C)CO)C[C@H]1C	/	94	-1	5	/	-29	-0.1	1	/	/
O=C(CC1SC(N2CCOCC2)=NC1=O)Nc1cccc(C(F)(F)F)c1 (stereo not given)	-2.4	94	-2	-4	17	1	0.1	-3	-3	0
COC/C=C/C1=CC2=CC(=O)C(C)(OC(=O)c3cnc4ccccc4n3)C(=O)C2=CN1Cc1ccco1 (stereo not given)	-1.2	101	14	-2	8	-17	-0.1	2	/	0
O=C(NCCNC(=O)c1ccc(Br)o1)c1cccnc1	1.1	94	1	2	3	-6	0.0	-1	0	4
CCN(CC)c1ccc(C(=S)NCc2ccccc2)cc1	-0.1	97	-5	2	0	7	-0.1	3	-3	-9
COc1ccccc1C(=O)NN1C(=O)C2C3C=CC(O3)C2C1=O (stereo not given)	0.5	98	-4	2	12	0	0.0	9	-7	5
O=C(Nc1nc2c(ccc3ccccc32)s1)c1ccco1	-1.0	99	-1	3	5	-3	0.0	6	-10	7
CC1=C(C(N)=O)C(c2cccc(O)c2)n2nc(CCCO)nc2N1 (stereo not given)	0.3	105	9	0	15	4	0.7	-2	-2	-2
COc1ccc(N2CCN(CC(=O)Nc3ccccc3SC)CC2)cc1	-3.7	95	2	0	8	5	0.0	3	2	4
COc1cc(/C=N/NC(=O)CCn2cnc(-c3ccccc3)c2-c2ccccc2)ccc1O	-2.6	99	9	3	-1	0	0.1	11	-11	-6
O=[N+]([O-])c1ccccc1S(=O)(=O)Nc1ccc(S(=O)(=O)N2CCOCC2)cc1	-0.6	98	-8	4	4	0	-0.1	16	11	0
Cc1ccc(CNC(=O)c2ccc(S(=O)(=O)N3CCCCCC3)cc2)cc1	6.2	98	-6	-3	2	3	0.1	-1	9	-5
Cc1cc(NC(=O)C2CC2)ccc1NC(=O)c1cccs1	1.1	102	-4	0	5	6	-0.2	10	-4	2
CCC1=C/C(=C/N(C)c2ccccc2)C(=O)S1	-2.2	103	-3	1	-1	-2	2.8	-5	0	2
O=C(NCC1COc2ccccc2O1)c1ccc(Cl)c(S(=O)(=O)N2CCOCC2)c1 (stereo not given)	0.2	95	3	-1	19	-3	-0.1	-2	/	-7
CCN(Cc1ccccc1)C(=O)c1cc2cc(OC)c(OC)cc2[nH]1	-2.2	96	-10	-1	-1	-8	-0.1	-12	0	0
Cc1ccc2[nH]c(-c3ccccc3)c(CN(C)C)c(=O)c2c1	-1.9	98	0	3	5	-31	0.1	5	31	-1
COc1ccc(Cn2c(=O)c3[nH]cnc3n(-c3ccccc3C)c2=O)cc1	-0.2	102	12	23	-27	-6	0.2	5	-4	0
COc1ccc(N2CCN(C(=O)CCCn3c(=O)[nH]c4ccsc4c3=O)CC2)cc1	0.6	99	-5	1	-1	9	0.0	-7	-21	-1
CCS(=O)(=O)Nc1ccc(C2=NN(C(=O)c3ccco3)C(c3cccc(F)c3)C2)cc1 (stereo not given)	0.3	104	0	-4	17	7	-0.2	-1	4	2
Nc1ccc(C#Cc2ccc3oc4ccccc4c(=O)c3c2)cc1	1.1	102	-6	-10	20	2	-0.2	-1	-5	5
COc1ccccc1N1CCN(/N=C(\C)c2ccc(O)cc2)CC1	1.6	100	-2	4	2	2	0.1	-18	0	-3
Cc1ccc(C(=O)N/C(=C\c2cccs2)C(=O)N2CCCCCC2)cc1	3.4	99	?	-1	-2	-9	0.5	10	6	4
Cc1ccc(-c2nnn(CC(=O)N3c4ccccc4CCc4ccccc43)n2)cc1	0.4	95	-2	-5	4	7	0.0	-15	-5	-10
O=C(NCCCN1CCN(c2ccccc2)CC1)C1CCCN(c2ncnc3c2nc2n3CCCCC2)C1 (stereo not given)	-2.0	97	3	6	3	-14	0.1	-2	-15	5
Cc1ccccc1-n1cnnc1SCC(=O)Nc1cccnc1Cl	-1.7	102	-1	0	9	4	0.1	-6	1	14
COCCn1c(N)c(N(Cc2ccccc2)C(=O)CN2C(=O)NC(C)(c3ccccc3)C2=O)c(=O)[nH]c1=O (stereo not given)	-0.7	90	-8	2	5	-5	0.6	-4	-3	-11
COc1ccc(NC(=O)C2Cc3c(-c4cccc(C(N)=O)c4)ccnc3O2)cc1 (stereo not given)	0.1	98	2	20	2	6	-0.4	-2	-13	/
CC(C)c1ccc(CN2CCC2(C)C(=O)Nc2cnc3ccccc3c2)cc1 (stereo not given)	0.3	98	7	-1	3	3	0.1	-4	-6	/
CCc1ccc(NC(=O)CNS(=O)(=O)c2c(C)noc2C)cc1	0.7	99	0	0	-2	-8	-0.1	5	1	-7
CCOC(=O)C1CCCN(C(=O)c2cc3c(OC)c(OC)c(OC)cc3[nH]2)C1 (stereo not given)	-0.3	91	-9	2	1	-5	0.0	4	-1	-4
CCn1cc([N+](=O)[O-])c(C(=O)N2N=C(c3ccc(OC)cc3OC)CC2c2ccccc2O)n1 (stereo not given)	-3.8	96	0	2	8	-1	-0.4	3	2	-5
Cc1cc(NC(=O)Nc2cccc([N+](=O)[O-])c2)no1	-3.6	98	-1	1	-6	4	-0.2	3	3	9
Cc1ccccc1C(=O)Nc1nnc(CC(=O)N/N=C/c2cn(Cc3ccccc3)c3ccccc23)s1	0.2	89	-2	-11	11	-5	0.0	-2	-7	5
O=C(CCN1C(=O)/C(=C/c2ccccc2Cl)SC1=S)NC1C=CS(=O)(=O)C1 (stereo not given)	-3.3	98	1	4	3	-9	0.0	1	-1	-2
COc1ccc2oc(C(=O)Nc3nc4ccc(S(C)(=O)=O)cc4s3)c(C)c2c1	0.1	95	1	-3	11	-2	0.6	13	?	0
CCOC(=O)c1cc(-c2ccccc2C)n(CC2CC(c3cccc([N+](=O)[O-])c3)=NO2)n1 (stereo not given)	0.9	97	5	14	-15	-2	0.0	7	-1	1
CCOc1ccc(-c2nonc2NC(=O)c2ccco2)cc1OCC	-1.9	99	0	0	-1	-8	0.0	-4	-6	2
O=C(CCn1c(=O)[nH]c2ccsc2c1=O)Nc1ccc(F)c(F)c1	-1.6	98	9	1	-2	9	-0.1	-1	2	-1
O=C(N/N=C/c1cccnc1)c1cc(-c2ccccc2OCc2ccccc2)n[nH]1	2.0	92	11	41*	8	2	-0.1	2	-3	-6
Cc1ccccc1NC(=O)c1ccccc1-c1ccccc1	-1.0	106	-4	1	1	-16	0.0	-8	4	1
CC(C)CN(C(=O)COC(=O)Cc1cccc2ccccc12)c1c(N)n(Cc2ccccc2)c(=O)[nH]c1=O	-3.1	96	2	0	18	1	-0.3	-4	-8	4
COc1ccc(CCN2C(=O)CS/C2=N\NC(=O)c2cccs2)cc1OC	-0.5	95	14	4	2	-14	-0.3	6	8	-4
Cc1nc(SCc2ccc(F)cc2)c([N+](=O)[O-])[nH]1	-0.4	104	-1	2	9	-7	-0.4	1	-3	-14
Cc1cccc(N2CCN(S(=O)(=O)c3ccc4c(c3)CCN4C(=O)CCC(=O)O)CC2)c1C	1.0	99	1	4	8	5	-0.1	3	0	9
COCC(C)Nc1nc(C)c(C(C)=O)s1 (stereo not given)	-1.4	97	-2	3	12	-10	-0.2	-2	4	-6
COc1ccc(NS(=O)(=O)c2ccc(OC)c(NC(=O)CNC(=O)c3ccc(OC)cc3)c2)cc1	-2.1	95	-4	-3	3	-3	-0.2	1	-3	-6
COc1ccc(C(C(=O)Nc2ccc3c(c2)OCCO3)n2c(=O)c(-c3cc4ccccc4[nH]3)nc3ccccc32)cc1 (stereo not given)	/	/	10	/	/	45*	0.4	18	/	/
CC(=O)c1ccc(NC(=S)N2CCN(c3ccccn3)CC2)cc1	0.2	98	-10	2	4	3	0.2	4	16	6
Cn1nc(C(C)(C)C)cc1C(=O)N1CCCCC1c1cc(C(=O)Nc2ccc(F)c(Cl)c2)no1 (stereo not given)	-4.1	93	-2	-6	7	-5	2.6	-7	-19	/
CC12CN3CCN(CC(C3)/C1=N\N=C1/C3CN4CCN(C3)CC1(C)C4)C2	0.7	92	-6	1	-1	4	0.5	-3	27	-2
CC(=O)NNC(=O)c1csc(-c2csc(C)n2)n1	-0.6	92	-2	1	6	0	-0.1	8	12	3
CN(CCCN1CCCCC1)C(=O)c1cc(COc2ccc(F)cc2F)on1	-4.9	94	-4	-3	6	-8	0.1	-1	-1	5
C#CCn1c2ccccc2c2nc3ccccc3nc21	11*	92	2	5	-2	0	-0.1	2	-12	0

Next structures follow.
Compound	MC4R ag barr	ABCB6 inh MLPCN	Exocytosis inh	N-glyco inh	MC4R antag cAMP	NOD2 RIPK2 PPI	aDG glyco act	ABHD5 PLIN5 PPI	Vif inh	TLR9-MyD88 inh
O=C(NC(=O)N1CCCCC1)c1ccccc1	-2.3	103	10	-2	12	2	-0.2	-2	-6	3
COc1ccc2c(c1)OC[C@H]1[C@H]2N2C(=O)c3ccccc3NC(=O)[C@@]2(C)[C@H]1c1ccccc1	-0.3	90	7	5	10	-6	0.5	-6	0	4
Cc1cc(C)cc(C(=O)N(C)C2CCCN(Cc3ccccc3F)C2)c1 (stereo not given)	-0.8	98	6	-4	0	5	-0.2	-4	-2	-4
NC(=O)CC(NC(=O)Cc1cccc2ccccc12)c1ccc(NCc2ccc(F)c(F)c2)c([N+](=O)[O-])c1 (stereo not given)	-1.0	106	-2	9	5	-18	0.1	-9	/	-8
O=C(CCc1nc(-c2ccc(Cl)cc2)no1)NCc1ccccc1CN1CCOCC1	-0.4	96	-4	-1	2	-2	0.5	11	0	8
O=C(CSc1nnnn1-c1ccc2c(c1)OCCO2)Nc1nc2c(s1)CCCC2	0.1	100	-2	-2	9	3	-0.5	3	-6	3
Cn1c(=O)c2c(nc(SCCN3CCOCC3)n2Cc2ccccc2)n(C)c1=O	-0.2	97	0	1	-2	-22	0.0	-3	-7	7
O=C(COc1ccccc1)NCCn1ccc2ccccc21	-1.9	103	2	0	0	-4	0.1	3	-1	-15
